High-throughput results deposited in PubChem by several laboratories.
Shn3 3UTR inh – inhibitors of Schnurri-3 3'UTR reporter in osteoblasts | Clone20 osteoblast Shn3 3'UTR firefly luciferase, 24 h | inhibition, % at 12.5 µM | 360,000 tested, 0.52% active;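 active = mean inhibition of at least 75% with every replicate also reaching 75%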;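 note: 0% = median of neutral control wells and 100% = pilot-screen positive control compound; some compounds past the cut are filed as inactive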
NR2E3 agonist – NR2E3 (human) agonism; GST-NR2E3/biotin-RetCOR TR-FRET, 1536-well; inhibition of corepressor binding, % at 4.78 µM; 320,000 tested, 0.12% active; AID 2300;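 active = percent inhibition above the cutoff of mean plus 3 SD of all tested compounds, set per screening campaign, cut at about 20% in these data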;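 note: 0% = DMSO wells and 100% = biotin wells as full block of FRET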
Target sequence (Q9Y5X4 whole entry, looked up): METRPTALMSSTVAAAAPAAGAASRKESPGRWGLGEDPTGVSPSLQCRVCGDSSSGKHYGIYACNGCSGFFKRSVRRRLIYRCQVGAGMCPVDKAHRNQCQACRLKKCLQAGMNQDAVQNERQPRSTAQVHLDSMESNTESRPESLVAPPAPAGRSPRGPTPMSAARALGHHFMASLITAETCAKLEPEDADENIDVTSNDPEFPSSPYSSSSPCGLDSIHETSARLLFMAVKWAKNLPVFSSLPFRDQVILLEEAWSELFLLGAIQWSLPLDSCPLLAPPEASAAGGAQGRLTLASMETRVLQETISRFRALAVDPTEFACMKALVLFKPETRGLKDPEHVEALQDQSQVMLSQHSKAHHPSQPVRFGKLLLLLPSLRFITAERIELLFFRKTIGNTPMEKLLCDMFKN
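System: GST-tagged NR2E3 plus biotinylated RetCOR corepressor; Buffer or medium: pH 7.5 Tris-based buffer; Probe or stimulus: RetCOR corepressor, biotinylated, 7 nM; Doses: compound at 4.8 µM, single dose; Schedule: 5 h incubation at 4 °C; Technique: time-resolved FRET; Evaluation: percent inhibition of TR-FRET ratio; Replication: one well per compound, singlicate testing.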
* = called active by the depositor; . = not tested or not shown. An excerpt, so the mix of outcomes need not match the whole.

SMILES	Shn3 3UTR inh	NR2E3 agonist
O=[N+]([O-])c1ccc(C23CC4CC(CC(O)(C4)C2)C3)cc1	.	3
COC(=O)c1ccc(NC(=O)c2cnc3scc(C)n3c2=O)cc1	.	2
CN1CCN(CC(=O)N/N=C\c2c[nH]c3ccccc23)CC1	.	30*
CC(C)C[C@@H]1NC(=O)[C@H](Cc2ccc(O)cc2)NC(=O)[C@H](CCC(N)=O)NC(=O)c2cc([N+](=O)[O-])cc(I)c2NCC[C@@H](C(N)=O)NC1=O	.	1
CCCCc1ccc(/C=C2\C(=O)c3ccccc3C(O)=C2C(=O)OCC)cc1	.	3
CN1Cc2sc(NC(=S)NC(=O)c3ccccc3)c(C#N)c2CC1(C)C	.	1
O=C(c1ccc2c(c1)OCCO2)N1CCN(c2ccc([N+](=O)[O-])cc2)CC1	.	5
COc1ccc(CCC(=O)Nc2nc(-c3ccncc3)cs2)cc1	.	0
CC1(OC(=O)c2ccc(Cl)nc2)C(=O)C=C2C=C(c3ccsc3)OC=C2C1=O (configuration not stated)	.	6
Cc1c(Cl)c(C(=O)Nc2nc3ccccc3n2CCN2CCCCC2)nn1C	.	1
OC1OC[C@@H](O)[C@H](O)[C@H]1O (some centres not stated)	.	5
NC(=O)CC1NC(=O)c2cc([N+](=O)[O-])cc(I)c2OCCC(C(N)=O)NC(=O)[C@@H]2CCCN2C1=O (some centres not stated)	.	3
N#C/C(=C\c1ccc(-c2cccc([N+](=O)[O-])c2)o1)c1nnc(N2CCOCC2)n1-c1ccccc1	.	-1
CC/C(=C/c1sc2ccc(C)cc2[n+]1CCCS(=O)(=O)[O-])SC	.	-3
O=c1[nH]c(CSc2nc3ccccc3s2)nc2cc(Cl)ccc12	.	0
O=C(COC(=O)c1ccc(O)cc1)Nc1ccc(Cl)cc1	.	2
O=C(CC1Nc2ccccc2NC1=O)Nc1ccccc1NC(=O)CC1Nc2ccccc2NC1=O (configuration not stated)	.	-1
Cc1cccc(-n2ncc3c(N4CCc5ccccc54)ncnc32)c1	.	1
CC(=O)Nc1cccc(NC(=O)c2oc3ccccc3c2C)c1	.	3
CCn1cc(C(=O)Nc2cc(C)ccc2C)c(=O)c2ccc(C)nc21	.	-3
Cc1[nH]c(=S)sc1Cc1ccc(Cl)c(Cl)c1	.	2
Cc1nnc(N/N=C/c2c(O)n(-c3cccc(C(F)(F)F)c3)c(=O)c3ccccc23)[nH]c1=O	.	1
Cn1c(=O)c2[nH]c(N/N=C(/C#N)C(N)=O)nc2n(C)c1=O	.	-8
COc1ccccc1N=C1SC(C)CN1C(=O)C1CCC1 (configuration not stated)	.	-2
C/C=C/C=C/C(=O)Nc1cccc(C2=NOC3(C2)C[C@H](C(N)=O)N(C(=O)CC(c2ccccc2)c2ccccc2)C3)c1 (some centres not stated)	.	2
SMILES	Shn3 3UTR inh	NR2E3 agonist
CCCOc1ccc(C2C(C(=O)c3ccc(C)o3)=C(O)C(=O)N2Cc2cccnc2)cc1 (configuration not stated)	.	12
CCOC(=O)C1CCN(Cc2ccccn2)CC1	.	3
CCOC(=O)C(CC)(CCC(=O)OC)c1csc(Nc2ccccc2O)n1 (configuration not stated)	.	1
CN1CCN(c2nc3ccccc3nc2C(C#N)S(=O)(=O)c2ccccc2)CC1 (configuration not stated)	.	-4
N#Cc1cc([N+](=O)[O-])ccc1NC(=O)COC(=O)CC1CCCC1	.	1
Cn1ncc(C#N)c1NC(=O)C1CC(c2ccccc2Cl)=NO1 (configuration not stated)	.	3
O=C(CSc1ccccn1)Nc1ccc2ccccc2c1	.	-4
CCCCC1CCC(C(=O)N(CC(C)C)c2c(N)n(Cc3ccccc3)c(=O)[nH]c2=O)CC1 (configuration not stated)	.	2
COc1cc(/C=N/Nc2nc(N3CCCCC3)nc(N3CCCCC3)n2)ccc1OC(=O)c1ccco1	.	12
CC(C)c1ccc(/C=C/C(=O)Nc2nn[nH]n2)cc1	.	3
CCc1ccc2nc(N3C(=O)c4oc5ccccc5c(=O)c4C3c3ccc(OC)c(OC)c3)sc2c1 (configuration not stated)	.	5
N#CC1=C(N)Nc2ncnn2C1c1ccccc1 (configuration not stated)	.	-1
CSc1nc(-c2ccccc2)nc(N)c1C(C)=O	.	1
CS(=O)(=O)N(Cc1nc2sc3c(c2c(=O)[nH]1)CCCC3)C1CCCCC1	.	1
O=C(CC1Sc2ncnn2C1=O)Nc1ccc(Cl)cc1 (configuration not stated)	.	8
O=C(NNC(=O)C1C2CCC(C2)C1C(=O)O)c1ccc(Br)o1 (configuration not stated)	.	-3
CCCn1nnnc1SCC(=O)Nc1sc(C)c(C)c1C#N	.	2
Cc1ccccc1C([O-])=Nc1ccc[n+](-c2nc3ccccc3nc2NS(=O)(=O)c2ccccc2)c1	.	-2
O=C1COc2ccc(N3C(=O)c4ccccc4C3=O)cc2N1	.	4
C#CCOCCOCCOCCNc1nc(N2CCN(C(=O)[C@H](Cc3ccc(O)cc3)n3cc([C@@H](N)CC(C)C)nn3)CC2)nc(N2CCN(C(=O)[C@H](Cc3ccc(O)cc3)n3cc([C@@H](N)CC(C)C)nn3)CC2)n1	.	0
Cc1ccc(-n2c(SCC3CNC(=O)O3)nnc2-c2ccccc2)cc1C (configuration not stated)	.	-3
N#C/C(=C\c1cn(Cc2ccccc2C#N)c2ccccc12)C(=O)NCc1cccs1	.	-5
COC(=O)n1c(=S)oc2cc(Cl)ccc21	.	0
CCN(CC)S(=O)(=O)c1ccc(C(=O)N2CCN(CCN3C(=O)c4cccc5cccc(c45)C3=O)CC2)cc1	.	4
CC1(OC(=O)c2ccc(Cl)nc2)C(=O)C=C2C=C(C3CC3)OC=C2C1=O (configuration not stated)	.	0

The last six records of the section before come first, to join the parts:
SMILES	Shn3 3UTR inh	NR2E3 agonist
C#CCOCCOCCOCCNc1nc(N2CCN(C(=O)[C@H](Cc3ccc(O)cc3)n3cc([C@@H](N)CC(C)C)nn3)CC2)nc(N2CCN(C(=O)[C@H](Cc3ccc(O)cc3)n3cc([C@@H](N)CC(C)C)nn3)CC2)n1	.	0
Cc1ccc(-n2c(SCC3CNC(=O)O3)nnc2-c2ccccc2)cc1C (configuration not stated)	.	-3
N#C/C(=C\c1cn(Cc2ccccc2C#N)c2ccccc12)C(=O)NCc1cccs1	.	-5
COC(=O)n1c(=S)oc2cc(Cl)ccc21	.	0
CCN(CC)S(=O)(=O)c1ccc(C(=O)N2CCN(CCN3C(=O)c4cccc5cccc(c45)C3=O)CC2)cc1	.	4
CC1(OC(=O)c2ccc(Cl)nc2)C(=O)C=C2C=C(C3CC3)OC=C2C1=O (configuration not stated)	.	0
Cc1c(N=c2c(=O)c3ccccc3c2=O)c(=O)n(-c2ccccc2)n1C	.	-5
COc1ccc(N2CCN(C(=O)Cn3c(=O)[nH]c4ccccc4c3=O)CC2)cc1	.	1
N[C@@H]1CONC1=O	.	0
CC(=O)Nc1ccc(Cc2nc3c([nH]2)c(=O)n(C)c(=O)n3C)cc1	.	1
CCn1c(CSc2nnc(-c3cccnc3)n2-c2ccccc2C)nc2cc(C(=O)O)ccc21	.	-1
CCOc1ccc2nc(Cl)c(C3CC(c4ccccc4)=NN3C(=O)c3ccco3)cc2c1 (configuration not stated)	.	1
CCOC(=O)C1=C(O)C(=O)N(CCCn2ccnc2)C1c1ccc(OC)cc1 (configuration not stated)	.	2
CC1=C(C(=O)Nc2ccccc2)C(c2ccc(C)o2)N2C(=O)CSC2=N1 (configuration not stated)	.	4
COC(=O)c1ccccc1NC(=O)Cn1nc2n(C)c3ccccc3n2c(=O)c1=O	.	2
CC1Oc2cc3oc4c(O)c5c(cc4c(=O)c3c(O)c2C1(C)C)C=CC(C)(C)O5 (configuration not stated)	.	-1
Cc1ccccc1N(CC(=O)NC(C)(C)C)C(=O)c1ccc(-c2ccccc2)[nH]1	.	2
CCN1C(=O)C2(C(C(=O)c3cc4ccccc4o3)=C(O)C(=O)N2CCCN(C)C)c2ccccc21 (configuration not stated)	.	11
O=C(CNC(=O)c1cccs1)NCCN1CCC(Cc2ccccc2)CC1	.	-2
O=C(NC1CCCCC1)C(=O)N(Cc1cccnc1)C(C(=O)NCc1ccco1)c1ccccc1 (configuration not stated)	.	5
CCC(C)(C)N=C(NC#N)Nc1cccnc1	.	-1
CC(=O)O[C@H]1CC(C)(C)C(=C=C/C(C)=C/C=C/C(C)=C/C=C/C=C(C)/C=C/C=C(\C)C(=O)C[C@@]23O[C@]2(C)C[C@@H](O)CC3(C)C)[C@](C)(O)C1	.	0
COc1ccc(Cn2c(-c3ccc(OC)cc3)nc3c(c(=O)c4ccccc4n3C)c2=O)cc1	.	41*
Cc1cc(C)cc(NC(=O)CSc2ncc(S(=O)(=O)c3ccccc3)c(=O)[nH]2)c1	.	2
O=C(O)Cc1ccc(NC(=O)C2CC=CCC2C(=O)O)cc1 (configuration not stated)	.	5
CCOC(=O)N1CCN(Cc2ccc(O)c3ncccc23)CC1	.	3
NC(=O)c1nsc(C(=O)N(CC(=O)NC2CCCC2)c2cnc3ccccc3c2)c1N	.	1
O=C(/C=C/c1ccc(N2CCC(c3ccccc3)=N2)cc1)c1ccccc1	.	0
Cc1ccc(C)n1-c1cccc(C(=O)O)c1	.	33*
COC(=O)C(=C/C=C/N1CCOCC1)C(=O)OC	.	4
O=C(Nc1ccccn1)c1ccc2nc(-c3ccccc3)c(-c3ccccc3)nc2c1	.	0

Reformatted with two lines to a compound: entries from further up.
Below each SMILES: Shn3 3UTR inh | NR2E3 agonist
O=C(/C=C/c1ccc(N2CCC(c3ccccc3)=N2)cc1)c1ccccc1
→ . | 0
Cc1c(N=c2c(=O)c3ccccc3c2=O)c(=O)n(-c2ccccc2)n1C
→ . | -5
O=C(O)Cc1ccc(NC(=O)C2CC=CCC2C(=O)O)cc1 (configuration not stated)
→ . | 5
COC(=O)c1ccccc1NC(=O)Cn1nc2n(C)c3ccccc3n2c(=O)c1=O
→ . | 2
N[C@@H]1CONC1=O
→ . | 0
CCN1C(=O)C2(C(C(=O)c3cc4ccccc4o3)=C(O)C(=O)N2CCCN(C)C)c2ccccc21 (configuration not stated)
→ . | 11
COC(=O)C(=C/C=C/N1CCOCC1)C(=O)OC
→ . | 4

Additional entries follow.
SMILES	Shn3 3UTR inh	NR2E3 agonist
Cn1c(=O)c(C(=O)COC(=O)c2cc(C3CC3)nc3ccccc23)c(N)n(Cc2ccccc2)c1=O	.	2
Cc1ccccc1-n1nc2c(c1NC(=O)c1cc3ccccc3oc1=O)CS(=O)(=O)C2	.	-3
O=C(c1ccc(F)cc1)[C@@H]1[C@@H](C(=O)c2ccccc2)[C@@]2(C(=O)Nc3ccccc32)[C@H]2c3ccccc3C=CN12	.	4
CC(=O)Nc1ccc(SC[C@H](c2ccccc2)N2CCN(CCc3ccccc3)CCC2=O)cc1	.	-1
CC1=C(C(=O)OCc2ccccc2)C(c2ccccc2OS(=O)(=O)c2ccc(C)cc2)NC(=O)N1CCCC(=O)O (configuration not stated)	.	4
C[C@@H]1NC(=O)c2cc([N+](=O)[O-])cc(I)c2OCC[C@@H](C(=O)NC(CC(=O)O)C(N)=O)NC(=O)[C@H](CCC(=O)O)NC1=O (some centres not stated)	.	-4
COc1cc(/C=C/c2nc3ccc([N+](=O)[O-])cc3s2)ccc1OCC(=O)O	.	2
O=C(CSc1ccccn1)NC1CCCC1	.	-2
C1CN(c2nc3nonc3nc2N2CCOCC2)CCO1	.	0
O=C(COC(=O)/C=C/c1cccc(Cl)c1)Nc1ccccc1-c1ccccc1	.	1
CN(C)CCCN1C(=O)C(O)=C(C(=O)c2cccs2)C1c1cccc([N+](=O)[O-])c1 (configuration not stated)	.	1
N[C@H]1CONC1=O	.	0
Cc1nc(NC(=O)c2ccccc2)sc1C1(C)CC(c2ccc(OC(F)(F)F)cc2)=NO1 (configuration not stated)	.	4
Cc1ccc2nc3c(cc(C#N)c(=N)n3Cc3cccnc3)c(=O)n2c1	.	1
C[N+]1(CC(=O)NNc2c3ccccc3nc3ccccc23)CCOCC1	.	-11
COc1ccc(CCC(=O)Nc2sccc2C#N)cc1	.	3
COC(=O)c1cc(C(=O)Cc2ccccc2)c[nH]1	.	-3
COc1ccc(-c2nc(CC(=O)O)cs2)cc1OC	.	2
C[C@@H](O)[C@H]1C(=O)N2C(C(=O)O)=C(S[C@@H]3CN[C@H](C(=O)N(C)C)C3)[C@H](C)[C@H]12	.	0
COc1ccc(OC)c(CNC(=O)c2cc(=O)[nH]c3ccc(S(=O)(=O)N4CCCC4)cc23)c1	.	2
O=Cc1coc2c(ccc3ccccc32)c1=O	.	1
Cc1cn(S(=O)(=O)c2ccc(Br)c3ccccc23)cn1	.	31*
COc1ccc(S(=O)(=O)N2CCN(C(=O)COc3ccc4c(C)cc(=O)oc4c3)CC2)cc1	17	.
COc1ccc(C2=CC(=O)C=CC2=O)cc1	-19	.
CCOC(=O)C(NC(=O)CCC(=O)Nc1ccc(S(N)(=O)=O)cc1)C(O)c1ccccc1 (configuration not stated)	9	.
O=C1C=CC(=O)C(C2=C3C(=O)N(CCc4ccccc4)CC(=O)N3CCC2)=C1	-1	4
COc1ccccc1Oc1c(C)oc2c(CN3CCN(CCO)CC3)c(O)ccc2c1=O	-2	7
